# Screens as filed in PubChem BioAssay.
# E-selectin induc: induces E-selectin expression in human endothelial cells. P16581. HUVEC E-selectin immunofluorescence imaging; normalized: neutral wells 0, TNF-alpha wells 100. activation, % at 7.58 µM. actives 0.37% (n = 260,000);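 active = mean E-selectin-positive cell signal at least 10% of the positive control, reached in at least 60% of replicates, without over 20% cell loss; inconclusive = no rule given, readout overlaps actives, possibly toxicity-flagged; inactive = the rest, including those meeting only one limit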;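 note: in these data hits start at about 27%; measured in HUVEC primary endothelial cells; signal is the percent of cells scored E-selectin positive by PE staining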
#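 Assay system: HUVEC primary endothelial cells. Input: 3,000 HUVEC seeded per well. Doses: one compound dose added by pin transfer. Read-out basis: % PE-positive cells. Benchmarks: TNF-alpha high, DMSO low. Detection: immunofluorescence imaging. Buffer or medium: EGM-2, gelatin.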
# RAD52 inh: inhibitors of human RAD52 DNA annealing; actives 0.46% (n = 360,000); inhibition, % at 18.7 µM; P43351; recombinant RAD52 DNA annealing, FRET fluorescence;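 active = every replicate showing at least 50% inhibition; inconclusive = mean inhibition at least 50% but not in every replicate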
# Target sequence (P43351 whole entry, looked up): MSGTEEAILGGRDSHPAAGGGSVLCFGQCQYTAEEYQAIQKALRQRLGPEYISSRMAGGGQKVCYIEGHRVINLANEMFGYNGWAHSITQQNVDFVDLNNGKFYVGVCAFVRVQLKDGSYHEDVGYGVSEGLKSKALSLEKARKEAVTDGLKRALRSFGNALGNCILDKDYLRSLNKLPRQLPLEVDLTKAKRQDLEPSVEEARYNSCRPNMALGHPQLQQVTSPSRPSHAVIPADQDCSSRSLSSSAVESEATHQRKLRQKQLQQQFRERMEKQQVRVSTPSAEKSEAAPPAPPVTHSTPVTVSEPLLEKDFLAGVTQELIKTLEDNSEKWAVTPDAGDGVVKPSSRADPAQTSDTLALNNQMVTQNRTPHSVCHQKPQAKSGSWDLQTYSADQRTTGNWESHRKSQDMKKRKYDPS
# Numbers without * were called inactive; ? = inconclusive.
SMILES,E-selectin induc,RAD52 inh
Cc1cc(C)c(NC(=O)C2C(=O)Nc3ccccc3C(=O)N2C(C)(C)C)c(C)c1 (stereo not drawn),0.2,-25
COC(=O)c1cccc(NC(=O)Nc2ccc(Cl)cc2Cl)c1,-2.1,8
C#CCN1CC(COc2ccccc2)Oc2cccc(Oc3ccc(OC)cc3)c2S1(=O)=O (stereo not drawn),-0.1,-11
COc1cccc(/C=N/Nc2nnc3c(n2)[nH]c2ccccc23)c1OC,1.1,-27
O=C1CCC(OCc2ccccc2)CCN1[C@H](CSc1ccccc1)Cc1ccccc1 (stereo partly drawn),-5.9,-6
Cc1cc(C(=O)COC(=O)c2ccc[nH]c2=O)c(C)n1-c1ccccc1F,0.3,-17
CC(C)(C)N1C(=O)c2ccccc2NC(=O)C1C(=O)Nc1ccc(N2CCOCC2)cc1 (stereo not drawn),-0.2,-12
COCCCNC(=S)N1CCCN(c2nc3cc(C)ccc3cc2C#N)CC1,-2.1,-14
CCOC(=O)[C@]12CCCC=C1N(Cc1ccc3c(c1)OCO3)C(=O)[C@H](CC(=O)NCCc1ccccc1OC)C2,-0.8,-4
C#CCN(C[C@H]1[C@H](OC(=O)Nc2cccs2)[C@H](OC(=O)Nc2cccs2)CN(C(=O)OC(C)C)N1C(=O)OC(C)C)S(=O)(=O)c1ccc(C)cc1,-8.1,-5
COc1ccc(/C=N/NC(=O)Cn2nc([N+](=O)[O-])cc2C)c(OC)c1OC,7.7,-23
CC(C)(C)Nc1nc2cc([N+](=O)[O-])ccc2o1,3.8,-9
O=C1NC[C@@H](CCCCN2CCN(CCC3CCCCC3)C(=O)C2=O)N(CC2CCCCC2)C1=O,1.7,-1
Cn1c(NNC(=O)c2c(F)cccc2F)cc(=O)n(C)c1=O,-1.3,-17
CCN(CC)CCNC(=O)c1ccc(NC(=O)c2ccc(F)cc2)cc1,-0.3,-11
Cc1cc(NC(=O)CO/N=C/c2ccc3c(c2)OCO3)ccc1Br,-1.7,-9
CC(=O)N(C)C[C@H]1[C@@H](c2ccc(-c3cccc(C#N)c3)cc2)[C@@H](CO)N1C(C)=O,-0.1,-6
O=C1Nc2ccccc2-c2nnnn2C1N1CCC(Cc2ccccc2)CC1 (stereo not drawn),-3.8,-13
O=S1(=O)CC(N2CCSCC2)CN1Cc1cn(Cc2cccc(Cl)c2)nn1 (stereo not drawn),-0.4,-14
CN1CCc2c(sc(/N=C/c3cc(Cl)ccc3O)c2C#N)C1,-0.1,-5
CCOC(=O)[C@]12CCC=C1N(CCC1=CCCCC1)C(=O)[C@H](CC(=O)NCc1cccc(C(F)(F)F)c1)C2,0.3,-23
CCOC(=O)C1=CCC(c2ccc([N+](=O)[O-])cc2)N(S(=O)(=O)c2ccc(C)cc2)C1 (stereo not drawn),-0.8,-6
O=c1cc(-c2ccccc2Cl)oc2c(NS(=O)(=O)c3ccccc3OC(F)(F)F)ccc(O)c12,0.9,3
Cc1ccc(S(=O)(=O)Nc2ccc(Cl)cc2O)cc1,9.7,-2
CCOc1ccc(/C=N/NC(=O)CSc2ccccn2)cc1O,-0.1,-6
Fc1ccc(N/N=C/c2ccc(N3CCOCC3)cc2)c(F)c1,0.9,-9
COc1ccc(CN2C(=O)CCC2(C)c2nnnn2C2CCCCC2)cc1 (stereo not drawn),-1.3,-8
Cc1ccc(Cc2c(C3CCCCC3)nc3c(C)cc(Br)cn23)cc1,0.1,-9
COC(OC)c1ccnc(SCc2ccccc2Cl)n1,-0.2,-22
Cc1ccc2nc(-c3cccc(Cl)c3)c(Cc3ccccc3C(F)(F)F)n2c1,3.9,-8
CN(Cc1ccccc1)C(=O)[C@@H]1CCCN1C(=O)[C@@H]1CCCN1C(=O)c1cccc2ccccc12,1.5,-6
CC1(c2nnnn2Cc2ccccc2)CCC(=O)N1CC1CCCCC1 (stereo not drawn),2.5,-12
CCOC(=O)N1CCN(C(=O)C[C@@H]2C[C@@]3(C(=O)OCC)CCC=C3N(Cc3ccccc3)C2=O)CC1,-0.1,-11
COC(=O)[C@@]12C[C@@H](CC(=O)N3CCCCC3)C(=O)N(Cc3cccc4ccccc34)C1=CCC(C)(C)C2,-0.2,-2
COc1ccc(Br)c(OC)c1C(=O)NC(=O)Nc1nc(C)cc(C)n1,-0.1,-3
Cc1noc2ncnc(N3CCN(c4ccc(F)cc4)CC3)c12,-1.7,-1
CC(C)C(=O)Nc1ccc(C(=O)NNC(=S)NC(=O)c2ccco2)cc1,3.7,1
CCCN(CCC)C(=O)c1cc([N+](=O)[O-])cc2c1-c1ccc([N+](=O)[O-])cc1C2=C(C#N)C#N,0.5,-13
Cc1ccc2nc(-c3ccco3)c(Cc3ccsc3)n2c1,-0.3,-50
CC1=NNC(=O)C1CCC(=O)N/N=C/c1ccc(C)cc1 (stereo not drawn),0.0,-1
Cc1cccc(C)c1-n1nnnc1C1(C)CCC(=O)N1Cc1cccs1 (stereo not drawn),-3.4,1
CC(=O)Nc1ccc(NC(=O)c2c([N+](=O)[O-])c(C(C)(C)C)nn2C)cc1,2.9,-8
COC(=O)[C@]12CCCCC=C1N(Cc1ccccc1)C(=O)[C@H](CC(=O)N1CCOCC1)C2,0.1,-20
O=C(COC(=O)CNC(=O)c1ccccc1F)NCC(F)(F)F,-1.4,-8
O=C(Nc1ccc2c(c1)OCCO2)C1C(=O)Nc2ccccc2C(=O)N1C1CCCCC1 (stereo not drawn),-0.1,-21
COC(=O)[C@@]1(Cc2ccc(OC)cc2)[C@H]2c3cc(C(=O)N4CCCC4)n(Cc4ccccn4)c3C[C@H]2CN1C(=O)c1ccccc1,-6.2,-6
COC(=O)[C@]12CCCCC=C1N(Cc1ccc3c(c1)OCO3)C(=O)[C@H](CC(=O)NCC13CC4CC(CC(C4)C1)C3)C2,?,-12
COc1ccccc1NC(=O)/C(C#N)=C/c1cccn1C,0.5,-25

# Ordered by the number under RAD52 inh (lowest first): 3 from the list above
SMILES	RAD52 inh
Cc1ccc2nc(-c3ccco3)c(Cc3ccsc3)n2c1	-50
O=C(Nc1ccc2c(c1)OCCO2)C1C(=O)Nc2ccccc2C(=O)N1C1CCCCC1 (stereo not drawn)	-21
COC(=O)[C@]12CCCCC=C1N(Cc1ccc3c(c1)OCO3)C(=O)[C@H](CC(=O)NCC13CC4CC(CC(C4)C1)C3)C2	-12

# Whole records as entered above. Values in the order: E-selectin induc, RAD52 inh
# O=C(COC(=O)CNC(=O)c1ccccc1F)NCC(F)(F)F is entered as -1.4, -8
# O=C(Nc1ccc2c(c1)OCCO2)C1C(=O)Nc2ccccc2C(=O)N1C1CCCCC1 (stereo not drawn) is entered as -0.1, -21
# CC(=O)Nc1ccc(NC(=O)c2c([N+](=O)[O-])c(C(C)(C)C)nn2C)cc1 is entered as 2.9, -8
# COc1ccccc1NC(=O)/C(C#N)=C/c1cccn1C is entered as 0.5, -25
# COC(=O)[C@@]1(Cc2ccc(OC)cc2)[C@H]2c3cc(C(=O)N4CCCC4)n(Cc4ccccn4)c3C[C@H]2CN1C(=O)c1ccccc1 is entered as -6.2, -6

# More records follow:
SMILES,E-selectin induc,RAD52 inh
Cc1cccc(C)c1NC(=O)C(c1ccccc1)N1CCC(c2ccccc2)CC1 (stereo not drawn),0.0,-25
CCOC(=O)[C@]12CCCC=C1N(Cc1ccc3c(c1)OCO3)C(=O)[C@H](CC(=O)NCc1ccc(OC)c(OC)c1)C2,0.1,-2
CN(C)c1ccc(/C=N/NC(=O)c2cc(-c3ccc4c(c3)OCO4)n[nH]2)cc1,-0.4,-5
CCCCNC(=O)C1c2ccccc2OCC(=O)N1Cc1ccccn1 (stereo not drawn),0.6,-14
O=C(NCc1ccncc1)[C@@H]1CCCN1C(=O)[C@@H]1CCCN1C(=O)c1c(F)cccc1F,2.8,6
Cc1ccc2nc(-c3ccco3)c(Cc3ccccc3C(F)(F)F)n2c1,-6.4,-20
Cc1cccc(C)c1NC(=O)C1(C)CN(S(C)(=O)=O)CC(=O)N1CCCN1CCOCC1 (stereo not drawn),-5.2,-5
COC(=O)C[C@@H]1CC[C@H](NC(=O)Nc2ccc(F)cc2)[C@@H](CO)O1,6.8,-16
COc1ccc2c3c(n(C)c2c1)[C@@H](CO)N(CC1CC1)CC31CN(C(=O)Nc2ccccc2)C1,0.2,4
CN(C)/C=C/C(=O)c1cnc(-c2cccc(Cl)c2)s1,0.2,-19
COc1cc(CN2CCC(CO)(CCOc3ccccc3)CC2)cc(OC)c1,0.8,-8
C[C@H]1[C@@H](Cc2cc(Cl)cc(Cl)c2)N(c2ccccc2)c2ccccc2CN1Cc1ccccc1,0.8,-3
CCOC(=O)CCSc1cc(C)c2ccccc2n1,24,-3
C/C=C/c1cccc(-c2nc(C(=O)N3CCOCC3)cc3c2[C@@H](CCO)N(C(=O)NC(C)C)C3)c1,-0.4,-4
Cc1cccc(C)c1NC(=O)C1(C)CN(S(C)(=O)=O)CC(=O)N1CCc1ccccc1F (stereo not drawn),-5.2,-6
O=C(O)c1cccc(N/C(=N\S(=O)(=O)c2ccccc2)c2ccccc2)c1,2.2,-5
CC(=O)NCCc1c[nH]c2ccc(OCC(O)CNC(C)(C)C)cc12 (stereo not drawn),-1.8,-2
CCCCNC(=O)C(NC(=O)Cc1cc(C(F)(F)F)cc(C(F)(F)F)c1)C(=O)c1ccccc1 (stereo not drawn),-7.3,3
C=CCCN1[C@@H](Cc2ccccc2)COc2ccccc2S1(=O)=O,-0.8,-15
C=CCc1c(C)c(C#N)c2nc3ccccc3n2c1N1CCCCC1,0.0,-40
O=c1[nH][nH]c2c1[C@H](c1ccc(F)cc1)O[C@H](C1CCCCC1)C2,-0.1,-10
O=C(C[C@@H]1C=C[C@@H](NS(=O)(=O)c2ccccc2)[C@H](CO)O1)N1CCN(c2ccccc2)CC1,-0.3,-64
CCCCN1CC(COCc2ccccc2)Oc2cccc(NCc3cc(OC)c(OC)c(OC)c3)c2S1(=O)=O (stereo not drawn),0.0,-21
O=C1c2ccccc2C(c2nnnn2Cc2ccccc2)N1CCc1ccc(O)cc1 (stereo not drawn),2.7,-5

# Grouped by structure, those above containing two or more sulfur atoms.
SMILES,E-selectin induc,RAD52 inh
C#CCN(C[C@H]1[C@H](OC(=O)Nc2cccs2)[C@H](OC(=O)Nc2cccs2)CN(C(=O)OC(C)C)N1C(=O)OC(C)C)S(=O)(=O)c1ccc(C)cc1,-8.1,-5
O=S1(=O)CC(N2CCSCC2)CN1Cc1cn(Cc2cccc(Cl)c2)nn1 (stereo not drawn),-0.4,-14

# Continued.
SMILES,E-selectin induc,RAD52 inh
CCCCCCCCN1C(=O)[C@H](CC(=O)NCc2ccc(C)o2)C[C@@]2(C(=O)OC)CCCCC=C12,-0.4,-33
COc1cccc(C(C(=O)NC2CCCC2)N2CCN(c3cc(C)ccc3C)CC2)c1OC (stereo not drawn),1.9,3
CCCCOCC1CN(CCCC)S(=O)(=O)c2c(Oc3ccc(SC)c(C)c3)cccc2O1 (stereo not drawn),0.0,-5
COC(=O)c1cccc(NC(=O)c2ccccc2)c1,0.1,-14
CCOC(=O)n1cc(-c2cnc(CNC(=O)C(C)(c3ccccc3)c3ccccc3)o2)c2ccccc21,0.7,-16
O=C1CS/C(=N/N=C/c2ccccc2)N1Cc1ccco1,-0.2,-34
Cn1c(=O)[nH]c(=O)c2c1nc(NCc1ccco1)n2Cc1ccccc1Cl,0.4,-6
CC(C)(C)c1ccc(N2C(=N)SCC2=O)cc1,0.0,-11

# Some of the compounds tested, so the mix of outcomes need not match the whole.
